iPSC survival up: enhancers of single-cell hiPSC survival, primary screen, ATPlite luminescence. actives 0.044% (n = 360,000). 100% = ROCK inhibitor wells, 0% = DMSO. AID 602274, 2012. survival enhancement, % at 20 µM; in the data active = survival enhancement above about 18%;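 note: cells exposed to compounds for 16 hours before the ATP read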
Granule exo inh: LAMP-1 surface exposure blockers, TALL-104 cells – cell-based, flow cytometry, MLPCN library, primary screen; TALL-104 LAMP-1 surface exposure; cells stimulated with thapsigargin and PMA; inhibition, % at 10 µM; AID 651702, 2012; actives 0.66% (n = 360,000);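 active = inhibition above about 55%, limit read from the data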
MC4R antag cAMP: MC4R antagonists of cAMP signaling, primary screen, cell-based, TR-FRET, antagonist arm of biased-ligand search | Melanocortin receptor 4 (Homo sapiens), P32245 | MC4R-expressing cells, MTII-stimulated cAMP, LANCE TR-FRET | inhibition, % at 6.5 µM | actives 0.48% (n = 360,000) | AID 540295, 2011;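 active = inhibition above its plate's cutoff, the mean of tested wells on that plate plus 3 SD, cut at about 29% in these data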;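 note: 0% = Melanotan II alone and 100% = Melanotan II plus saturating MCL0020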
Target sequence (P32245 whole entry, looked up): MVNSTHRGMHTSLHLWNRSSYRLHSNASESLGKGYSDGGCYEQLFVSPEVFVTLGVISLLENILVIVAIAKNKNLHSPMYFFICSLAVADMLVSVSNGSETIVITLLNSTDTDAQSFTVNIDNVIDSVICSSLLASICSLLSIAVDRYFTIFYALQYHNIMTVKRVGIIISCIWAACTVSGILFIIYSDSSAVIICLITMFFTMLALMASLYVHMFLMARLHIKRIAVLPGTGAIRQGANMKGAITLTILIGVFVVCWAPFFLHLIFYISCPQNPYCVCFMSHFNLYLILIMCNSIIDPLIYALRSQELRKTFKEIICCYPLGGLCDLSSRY
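system = U2OS cells with stable human MC4R expression | also added = Melanotan II challenge after compound preincubation | dosing = one concentration, 6.5 µM nominal | incubation = compound 30 min, challenge 1 h, detection 1 h | measured by = TR-FRET with Eu-cAMP and labeled anti-cAMP, 671 nm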
Cardio protect: cardioprotection against H2O2-induced cell death, primary screen, uHTS, H9c2 cells, ATPLite luminescence. H9c2 cardiomyocytes, H2O2 injury protection, 2 h. protection from H2O2 cell death, % at 20 µM. actives 0.63% (n = 360,000). AID 588492, 2011;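 active = compounds giving at least 50% protection of heart cells from peroxide-induced death in the single-dose screen, raw or plate-pattern-corrected value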;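 note: 0% = DMSO wells with peroxide and 100% = DMSO wells without peroxide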
ABHD5-PLIN5 inh: ABHD5-PLIN5 interaction inhibitors, primary screen, cell lysate, split luciferase complementation, luminescence | Perilipin-5 (Homo sapiens) + 1-acylglycerol-3-phosphate O-acyltransferase ABHD5 (Homo … | Split G. princeps luciferase complementation, 4 h | inhibition, % at 4 µM | actives 0.78% (n = 360,000) | AID 602281, 2012;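 active = inhibition above the mean inhibition across every tested compound plus 3 SD, cut at about 22% in these data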;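 note: 0% = DMSO only wells and the 100% control is not disclosed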
MC4R barr agon: MC4R agonists recruiting beta-arrestin, primary screen, cell-based, luminescence, agonist arm of biased-ligand search; Melanocortin receptor 4 (Homo sapiens), P32245; U2OS MC4R beta-arrestin complementation; percent of melanotan II response, DMSO zero; activation, % at 8.9 µM; actives 0.98% (n = 360,000); AID 540308, 2011;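 active = activation above a per-plate cutoff, the mean activation of sample wells on that plate plus 3 SD, cut at about 8% in these data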
Glyco luc inh: increase of ERlucT glycosylation luciferase signal, primary screen, N-linked glycosylation inhibitor project, D54 ERlucT cells, luminescence, set 2. actives 0.23% (n = 360,000). D54 ERlucT glycosylation luciferase reporter, 24 h; percent of 100 nM tunicamycin response. reporter increase, % at 12.5 µM;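 active = mean luciferase reporter signal, scaled so untreated is 0 and the glycosylation-blocking control 100, at or above a set limit in every replicate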;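 note: luciferase carries N-glycosylation sites so blocking glycosylation raises the light; 0% = median of neutral control wells and 100% = median of 100 nM tunicamycin wells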
ABCB6 inh MLPCN: ABCB6 transporter inhibitors, primary screen, K562-ABCB6 cells, flow cytometry, MLPCN library. K562-ABCB6 porphyrin accumulation, 1 h; active compounds read low. AID 602162, 2011. fluorescence ratio to DMSO, % at 10 µM. actives 0.19% (n = 360,000). ATP-binding cassette sub-family B member 6 (Homo sapiens), Q9NP58;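 active = fluorescence ratio to DMSO below 75%, the collection mean minus 3 SD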;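 note: signal is porphyrin accumulated inside mitochondria; 100% equals median channel fluorescence of DMSO control wells; lower ratio means ABCB6 inhibition with less porphyrin fluorescence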
aDG glyco act: activators of alpha-DG glycosylation, primary screen, uHTS, Pro5-aDG cells, AlphaScreen; alpha-DG glycosylation AlphaScreen (IIH6); 0% Pro5, 100% B10-LARGE cell signal; activation, % at 10 µM; actives 0.22% (n = 360,000);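 active = activation of at least 8% versus controls, or a plate z-score of at least 8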;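 note: Pro5 are CHO cells carrying HIG-tagged alpha-DG that lacks glycosylation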
m5-HT2A agonist: mouse Htr2a agonists via beta-arrestin recruitment, primary screen, cell-based, luminescence. AID 624169, 2012. activation, % at 7.6 µM. CHO-K1 mHTR2A beta-arrestin complementation; percent of 30 µM serotonin response. actives 0.66% (n = 360,000). 5-hydroxytryptamine receptor 2A (Mus musculus), P35363;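 active = activation above a run cutoff, the mean activation of all tested compounds plus 3 SD, cut at about 14% in these data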;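 note: 0% = plate median of compound wells and 100% = 30 µM serotonin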
Target sequence (P35363 whole entry, looked up): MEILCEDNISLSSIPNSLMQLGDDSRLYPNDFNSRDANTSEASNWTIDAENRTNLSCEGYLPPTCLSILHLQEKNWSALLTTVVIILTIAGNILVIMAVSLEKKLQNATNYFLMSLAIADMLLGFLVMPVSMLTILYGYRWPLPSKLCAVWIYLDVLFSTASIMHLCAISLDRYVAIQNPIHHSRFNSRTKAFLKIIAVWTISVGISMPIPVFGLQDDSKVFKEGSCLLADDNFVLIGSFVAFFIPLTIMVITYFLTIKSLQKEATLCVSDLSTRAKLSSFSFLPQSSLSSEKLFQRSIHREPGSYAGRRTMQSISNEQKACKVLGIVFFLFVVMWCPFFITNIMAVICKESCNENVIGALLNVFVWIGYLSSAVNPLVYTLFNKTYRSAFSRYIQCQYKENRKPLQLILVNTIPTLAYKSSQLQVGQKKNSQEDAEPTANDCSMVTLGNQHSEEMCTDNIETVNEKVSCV
* marks the source's active call; other numbers are inactive results.

SMILES	iPSC survival up	Granule exo inh	MC4R antag cAMP	Cardio protect	ABHD5-PLIN5 inh	MC4R barr agon	Glyco luc inh	ABCB6 inh MLPCN	aDG glyco act	m5-HT2A agonist
Cc1ccc(NC(=O)CSc2nnc(-c3cccs3)o2)cc1S(=O)(=O)N1CCCCC1	2.0	-1	5	1	1	-1.8	-4	96	0.0	-1
O=S(=O)(NCC1NCCc2ccccc21)c1ccccc1 (stereo not drawn)	-0.4	1	4	9	-2	-0.3	1	103	-0.2	1
Cc1cccc(C)c1OCC(=O)NNC(=O)CCCn1c(=O)oc2ccccc21	-0.4	-2	-1	3	0	-3.4	0	90	-0.1	11
COc1cccc(CNC2CCCC2)c1	-1.0	0	3	2	0	-3.3	2	98	0.1	0
Cc1cc(C)nc(NS(=O)(=O)c2ccc(NC(=O)C3(c4ccc([N+](=O)[O-])cc4)CCCC3)cc2)n1	-0.5	-1	3	5	1	-2.8	2	93	-0.1	-1
COc1ccc(OCC(=O)Nc2nc3c(s2)CCCC3)cc1	-0.4	-3	1	-4	-6	-0.6	0	99	-0.1	1
CCc1cccc(NC(=O)CN(C)S(=O)(=O)c2cccc3nsnc23)c1	-1.8	-3	-3	-12	-4	-1.7	0	94	0.1	-5
CCC1=[N+](C)c2cccc3cccc(c23)N1C	2.8	1	-9	-3	2	1.3	3	116	-0.3	8
O=C(/C=C/c1ccco1)N1CCN(c2ccccc2)CC1	-0.9	10	6	4	2	-1.1	2	101	-0.4	-2
Cc1cc(=O)oc2c(C)c(OCC(=O)N3CCN(c4ccc(F)cc4)CC3)ccc12	3.1	17	10	1	0	0.4	0	101	0.2	-6
O=C(Nc1ccccn1)C1CCN(S(=O)(=O)c2ccc3c(c2)OCCO3)CC1	-0.4	-4	11	-8	-3	1.9	-3	93	-0.2	-6
COc1ccc(CNC(=O)CN(C2CCCCC2)S(C)(=O)=O)cc1	-1.7	1	-5	8	0	0.8	-1	105	0.0	0
CCOC(=O)N1CCc2c(sc(NC(=O)CN3CCOCC3)c2C(=O)Nc2ccccc2)C1	-0.2	0	10	50*	23*	-1.1	-2	93	-0.7	0
C/C(=N\NC(=O)c1cccc(Br)c1)c1ccccn1	0.0	12	14	29	2	-3.1	-17	92	-0.6	-9
O=C(NC1CCCCC1)C(c1ccc(F)cc1)N(Cc1ccc2c(c1)OCO2)C(=O)c1cnsn1 (stereo not drawn)	1.0	-3	-2	6	-12	-1.5	0	95	0.1	-1
c1ccc(OCCOc2ccccc2-c2nnco2)cc1	-2.6	0	0	1	-2	-1.6	0	98	-0.2	-7
COc1ccccc1N(C(=O)Cn1nnc2ccccc21)C(C(=O)NCc1ccco1)c1ccc(C)o1 (stereo not drawn)	2.0	2	15	7	-2	1.8	0	103	1.0	-2
Cc1ccnc(NC(=O)c2ccc(NC(=O)CC3SC(N4CCCC4)=NC3=O)cc2)c1 (stereo not drawn)	0.5	4	1	4	-8	-2.8	3	95	0.5	11
Cc1cc(CN2CCOCC2)c(O)c(C2(C)CCCCC2)c1	-1.7	0	2	-21	-6	-0.6	0	95	0.1	-1
CCn1c(=O)n(CC)c2cc(N3CCCC3)c(NC(=O)c3ccccc3C)cc21	0.6	-2	-10	0	-6	-0.1	8	64*	-0.1	-5
Cn1c(=O)c(NC(=O)c2ccccc2)c2n(c1=S)CCCCC2	-0.2	-3	-1	0	-1	-2.1	1	97	0.2	3
CN(C)c1ccc(C(=O)OCC(=O)NCCNC(=O)COC(=O)c2ccc(N(C)C)cc2)cc1	-0.3	2	7	0	4	-2.3	0	100	0.2	5
CCn1c(C(Cc2ccccc2)NC(=O)COC)nc2ccccc21 (stereo not drawn)	2.7	-2	6	-4	10	1.4	0	97	-0.2	6
CCN1CCN(c2ccc(S(=O)(=O)N3CCCCC3)cc2NC(=O)/C=C/c2ccc(F)cc2)CC1	-0.4	22	3	-2	4	-1.4	-6	104	2.8	-7
CC(C)(C)NS(=O)(=O)c1ccc(OCC(=O)NCC2CCCO2)cc1 (stereo not drawn)	-0.4	12	11	-7	6	-2.1	0	97	-0.1	0
Continued.
SMILES	iPSC survival up	Granule exo inh	MC4R antag cAMP	Cardio protect	ABHD5-PLIN5 inh	MC4R barr agon	Glyco luc inh	ABCB6 inh MLPCN	aDG glyco act	m5-HT2A agonist
O=c1c(-n2cncn2)c[nH]n1-c1cccc(Cl)n1	-1.6	0	4	1	-3	-2.1	2	104	-0.4	3
CCOc1ccccc1NC(=O)COC(=O)C(Cc1ccccc1)NC(=O)c1ccco1 (stereo not drawn)	-0.4	2	16	-5	10	-0.9	-1	100	-0.1	-1
CC(C)(O)c1cc(=O)sc2nc3ccccc3n12	-0.8	-4	7	-8	3	-1.6	-1	100	0.0	0
COc1cccc(CC(=O)NN2C(=O)NC3(CCCCC3)C2=O)c1	1.5	10	6	3	7	-1.3	1	98	-0.2	0
CN(C)S(=O)(=O)n1cc(/C=C(\NC(=O)c2ccccc2F)C(=O)N2CCOCC2)c2ccccc21	-0.4	4	1	0	7	0.4	0	91	-0.3	-2
CC(C)Cc1nc2sc3c(NCc4ccco4)ncnc3c2c2c1COC(C)(C)C2	-0.2	-3	5	-2	-3	4.9	-1	94	0.1	-1
CSc1nnc(-c2cccc(C)c2)n1N	-0.5	6	4	3	10	-0.8	2	93	-0.3	2
Cc1cccc(Nc2nnc(-c3ccc(C(=O)N4C[C@H]5C[C@H](C4)c4cccc(=O)n4C5)cc3)c3ccccc23)c1	0.8	4	7	15	14	-1.4	-4	99	-0.4	5
Cc1cn([C@H]2C[C@H](O)[C@@H](CNC(=O)[C@H](N)Cc3cccnc3)O2)c(=O)[nH]c1=O	0.9	-1	7	10	-2	-1.1	0	97	0.3	3
O=C(Nc1ccc(Cl)cc1Cl)c1ccc(Br)o1	-0.8	-6	3	0	5	-0.5	1	101	0.0	-1
Cc1ccc(NC(=O)C(C)OC(=O)Cn2cnc3ccccc3c2=O)cc1 (stereo not drawn)	-0.1	-6	8	-1	-1	-3.5	4	97	0.0	4
CC(=O)NC1(c2ccc(F)cc2)CCN(C(=O)Nc2ccc(F)cc2F)CC1	1.8	-1	4	3	0	-0.5	0	98	0.2	-5
CCCNc1nc2c(c(=O)n(C)c(=O)n2C)n1CCc1ccccc1	1.0	0	2	-11	-2	-0.6	3	97	1.0	3
CCOc1ccc(S(=O)(=O)Nc2ccncc2)c(C)c1C	0.8	-9	3	0	-3	-1.4	5	100	0.4	-2
Cc1ccccc1Cc1c(C)nc2ncnn2c1C	2.3	0	-4	3	-3	-1.6	1	98	-0.1	9
O=S(=O)(c1ccc(Cl)cc1)c1nc(-c2ccccc2F)oc1NCCN1CCOCC1	-0.4	3	-1	1	1	-3.0	-2	101	0.2	-4
COc1cc(NC(=O)C2=C(C)OCCS2)c(Cl)cc1C(=O)NCCCN1CCCC(C)C1 (stereo not drawn)	-2.0	2	12	1	5	-1.7	-4	101	0.6	-1
O=C(Nc1ccc(Oc2cccnc2)cc1)c1ccc([N+](=O)[O-])cc1	-1.0	-2	25	-3	-4	1.6	-1	90	0.0	6
CCCCN(C(=O)c1ccco1)c1nnc(-c2cc(OC)c(OC)c(OC)c2)s1	-0.7	-1	7	7	1	0.1	1	102	0.0	-1
Cc1nn(-c2ccccc2)c(C)c1[N+](=O)[O-]	1.0	1	-9	6	2	-3.5	1	92	-0.4	1
O=S(=O)(NCC(Nc1ccccc1)c1ccccc1)c1ccc(Cl)cc1 (stereo not drawn)	-1.4	1	14	-12	-10	4.2	-4	98	0.2	0
O=C(c1cc2nc(C3CC3)cc(C(F)F)n2n1)N1CCOCC1	3.9	-2	2	2	-4	-2.0	1	96	-0.1	5
CCNc1sc(C(=O)OCC)c(N)c1C#N	-0.1	-3	-2	2	-2	-3.4	1	95	-0.2	-1
O=C(NC(=S)NNC(=O)c1ccco1)c1ccccc1	-0.3	7	1	7	8	0.2	3	104	0.0	3
O=C1/C(=C/N(C(=O)c2ccco2)c2ccc(Cl)cc2)Sc2ccccc21	-1.3	-3	-2	-23	-1	-2.9	2	105	-0.1	-9

Continued; the last 3 above are carried over.
SMILES	iPSC survival up	Granule exo inh	MC4R antag cAMP	Cardio protect	ABHD5-PLIN5 inh	MC4R barr agon	Glyco luc inh	ABCB6 inh MLPCN	aDG glyco act	m5-HT2A agonist
CCNc1sc(C(=O)OCC)c(N)c1C#N	-0.1	-3	-2	2	-2	-3.4	1	95	-0.2	-1
O=C(NC(=S)NNC(=O)c1ccco1)c1ccccc1	-0.3	7	1	7	8	0.2	3	104	0.0	3
O=C1/C(=C/N(C(=O)c2ccco2)c2ccc(Cl)cc2)Sc2ccccc21	-1.3	-3	-2	-23	-1	-2.9	2	105	-0.1	-9
CCc1ccc(OCC(=O)NC(=S)Nc2cccc(CO)c2)c(Br)c1	0.4	-1	12	-15	3	0.7	-5	97	0.0	3
COc1cccc(CN(C(=O)c2ccccc2Cl)C2CCS(=O)(=O)C2)c1 (stereo not drawn)	0.4	0	6	2	-2	-2.4	2	95	-0.2	10
COc1ccc(C(C)(C)C)cc1NC(=O)c1c(C)noc1C	-0.4	-3	8	-5	-3	-0.7	1	97	0.1	-2
CC(/C=N/NC(=O)CN1CCN(Cc2ccc(Cl)cc2)CC1)=C\c1ccco1	0.2	-4	2	-5	6	2.4	12	92	-0.2	2
O=C(CSc1nc2cc(S(=O)(=O)N3CCOCC3)ccc2o1)Nc1c(F)cccc1F	-0.3	-4	-6	-6	-7	-3.4	2	100	0.7	6
Cc1cc(/C=C(\C#N)C(=O)NCc2ccco2)c(C)n1-c1cccnc1	-0.5	-4	-5	0	3	-0.8	0	95	-0.3	4
N#Cc1cc2c([nH]c1=O)CCCC2	0.2	-3	11	13	-3	1.6	2	99	0.0	2
Cc1cc(C(C)(C)C)cc(C)c1COC(=O)C1CCC(=O)N1 (stereo not drawn)	1.5	-1	7	-26	-1	-1.6	-1	100	-0.1	-2
CCOC(=O)CSC1=NC(=O)/C(=C/c2ccc(Br)cc2)S1	-0.6	7	19	-27	-6	-1.1	5	100	0.0	-2
CC(=O)c1ccc(NCC(=O)N2CCN(c3ccccc3)CC2)cc1	3.0	6	5	10	-10	-1.1	0	99	-0.1	1

Screening data (PubChem)
